Screening data from PubChem BioAssay.
TDP43 rescue: qHTS of TDP-43 Inhibitors; AID 652104, 2013; TDP-43 expressing yeast growth rescue, BacTiter-Glo, 24 h; Potency, µM (top dose mostly 46.1 µM), for the others: top-dose growth rescue (activation), actives largely listed as activators; 1.8% of 410,000 active; further: % of control where 0% means no effect; nearly all actives have a fitted effect of over 50% in size
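Yeast cells expressing TDP-43 under galactose induction are exposed to compounds for 24 hr at 30 deg C. BacTiter-Glo luminescence measures growth, so protective compounds score as activators.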
HT1080NT lethal: qHTS for induction of synthetic lethality in tumor cells producing 2HG: qHTS for the HT-1080-NT fibrosarcoma cell line | Potency, µM (highest dose often 46.1 µM), for inactives: top-dose activity, negative = less viability, actives largely listed as cytotoxic | HT-1080-NT fibrosarcoma viability, CellTiter-Glo ATP luminescence, 48 h | 1.6% of 360,000 active | AID 686970, 2013;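 further: NT is the 2HG producing partner of a matched IDH1 knockdown line; 0% = DMSO-treated cells and -100% = media-only wells without cells; nearly all actives have a fitted effect of over 55% in size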
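750 cells/well, RPMI + 5% FBS; 2 h settle, compound pin-transfer, 48 h at 37 degrees C. CellTiter-Glo 10 min RT, luminescence. Normalized to DMSO and media-only wells.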
SW480 rerep: A quantitative high throughput screen for small molecules that induce DNA re-replication in SW480 colon adenocarcinoma cells; SW480 DNA re-replication, Hoechst DNA content imaging, 48 h; Potency, µM (highest dose often 46.1 µM), inactives show at the top dose re-replication activation, actives largely listed as activators; 1.8% of 340,000 active; further: % of control where 0% means no effect; nearly all actives have a fitted effect of over 55% in size
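Quantitative HTS format with DMSO vehicle controls; 48 hr drug incubation at 37 C, then 40 min Hoechst staining and scanning imager measurement at 405 nm excitation.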
KB-V1 cytotox: qHTS assay for MDR1-selective chemotherapeutics: Primary screen using the drug-selected MDR subline cells KB-V1; KB-V1 MDR cells viability, CellTiter-Glo, 72 h; Potency, µM (titrated, usually from 46.1 µM), inactives show top-dose activity change, negative = cytotoxicity, most hits filed as cytotoxic; 3.4% of 400,000 active; AID 1347076, 2019; further: on the % scale 0 is the no-effect control and ±100 the full control effect; nearly all actives have a fitted effect of over 60% in size
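Cells of the MDR subline KB-V1 are plated, dosed with compound at multiple concentrations, and incubated 72 h at 37 degrees C; CellTiter-Glo is then added and luminescence read after 10 min.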
KB-3-1 cytotox: qHTS assay for MDR1-selective chemotherapeutics: Primary screen using the parental adenocarcinoma cell KB-3-1. KB-3-1 viability, CellTiter-Glo ATP luminescence, 72 h. Potency, µM (top dose mostly 46.1 µM), for inactives: at the top dose activity change, negative = cytotoxic, hits mostly cytotoxic. 1.4% of 400,000 active; further: on the % scale 0 is the no-effect control and ±100 the full control effect; nearly all actives have a fitted effect of over 60% in size
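Cytotoxicity measured as CellTiter-Glo luminescence after 72 h at 37 C. Compound titrations were pinned onto drug-naive KB-3-1 parental adenocarcinoma cells grown in DMEM with 10% FBS, and normalized data fitted to concentration-response curves.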
GLP-1R inv ag: qHTS of GLP-1 Receptor Inverse Agonists (Inhibition Mode); Glucagon-like peptide 1 receptor (Homo sapiens), P43220; HEK293 GLP-1R CRE-luciferase, luminescence, 24 h; GLP-1R form is constitutively active; Potency, µM (doses to about 38.3 µM), without a hit: top-dose activity change, negative = inhibition, usual class: inhibitors; 1.6% of 410,000 active; AID 624417, 2012; further: on the % scale 0 is the no-effect control and ±100 the full control effect; nearly all actives have a fitted effect of over 55% in size
Target sequence (P43220 whole entry, looked up): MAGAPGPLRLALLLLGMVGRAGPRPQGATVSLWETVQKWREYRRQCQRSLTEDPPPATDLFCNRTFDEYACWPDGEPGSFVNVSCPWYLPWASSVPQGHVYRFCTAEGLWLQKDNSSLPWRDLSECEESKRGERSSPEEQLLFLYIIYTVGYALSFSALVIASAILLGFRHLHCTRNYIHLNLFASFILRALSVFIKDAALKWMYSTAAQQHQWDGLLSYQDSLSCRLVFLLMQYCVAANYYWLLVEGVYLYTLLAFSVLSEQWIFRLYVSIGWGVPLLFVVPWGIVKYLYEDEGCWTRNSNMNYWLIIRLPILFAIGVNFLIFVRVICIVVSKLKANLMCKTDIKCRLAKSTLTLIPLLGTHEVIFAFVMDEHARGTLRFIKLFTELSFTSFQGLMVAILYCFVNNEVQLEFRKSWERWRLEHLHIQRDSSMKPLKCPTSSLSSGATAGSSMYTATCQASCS
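Using stably transfected HEK293 (constitutively active GLP-1R, cAMP-luciferase reporter), compounds were incubated 24 hr and luciferase measured by luminescence.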
GLP1R ag: qHTS of GLP-1 Receptor Agonists; Glucagon-like peptide 1 receptor (Homo sapiens), P43220; HEK293 GLP-1R CRE-luciferase, luminescence, 4-6 h; cells express a hypersensitive GLP-1R form; Potency, µM (titrated, usually from 45.6 µM), without a hit: top-dose activation, most hits filed as activators; 0.007% of 380,000 active; AID 624172, 2012; further: % of control where 0% means no effect
HT1080 IDH1KD tx: qHTS for induction of synthetic lethality in tumor cells producing 2HG: qHTS for the HT-1080-IDH1KD cell line; 2% of 360,000 active; Potency, µM (top dose mostly 46.1 µM), for the others: top-dose activity, negative = toxicity, most hits filed as cytotoxic; HT-1080 IDH1 knockdown viability, ATP luminescence, 48 h;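 further: 0% = DMSO wells and -100% = cell-free medium wells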
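In this qHTS, HT-1080 cells depleted of IDH1 are exposed for 48 h at 37 °C to compound titrations. Toxicity is scored from CellTiter-Glo luminescence, with DMSO as full viability and medium alone as none.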
GLP1R cytotox: qHTS of GLP-1 Receptor Inverse Agonists: Cytotox Screen; HEK293 cAMP-luciferase reporter cells, luminescence, 24 h; Potency, µM (series often up to 38.3 µM), without a hit: at the highest dose activity change, negative = inhibition, hits mostly inhibitors; 0.13% of 410,000 active;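 further: loss of luciferase light is scored as toxicity; on the % scale 0 is the no-effect control and ±100 the full control effect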
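Luminescence readout: signal drop marks cytotoxicity. Plated cells grew 12 h at 37 °C, 5% CO2, received 23 nL compound for 24 h, then got luciferase reagent, read after 12 min at RT.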
Active calls of the source: *; ? = inconclusive; · = not tested or not shown; & = joins results of further samples; [ ] = dose if it differs, or a comment. The call rests on the fitted dose curve; in most records, active means well fitted curve in the direction sought with a large enough effect; inconclusive means small, poorly fitted or top-dose-only effect, or another doubt; inactive means no such curve, though single readings can be large; an effect the other way counts as inactive or inconclusive. Potency means the concentration at half of the fitted maximal effect. The order is random; 9.4% or so of the library scored in one or more.

SMILES | TDP43 rescue | HT1080NT lethal | SW480 rerep | KB-V1 cytotox | KB-3-1 cytotox | GLP-1R inv ag | GLP1R ag | HT1080 IDH1KD tx | GLP1R cytotox
COc1cc(CNC(=O)c2cc(-c3cc(Cl)ccc3OC)n[nH]2)cc(OC)c1 | 5% | -29% | · | ? | 1% | -17% | -4% | -10% | -18%
CC(=O)/C(=N\Nc1ccccc1)Sc1cccc2cccnc12 | ? | -8% | 0% | -1% | 0% | ? | 7% | -4% | -7%
COCCn1c(C)cc(O)c(C(c2ccccc2)N2CCN(c3ccccc3F)CC2)c1=O (stereo not drawn) | -13% | · | · | 3% | 4% | 1% | · | · | 1%
CC(C)c1ccc(NC(=O)c2cc(S(=O)(=O)N(C)C3CCCCC3)ccc2F)cc1 | 8% | · | · | -20% | ? | 10µM* | · | · | 5%
Cc1ccc(NC(=O)NCc2ccc3[nH]c(C)cc3c2)cc1 | -3% | -3% | -4% | -4% | 3% | ? | -3% | -13% | -17%
O=C(COc1ccc(F)cc1)Nc1ccc(-n2cnnn2)cc1 | 19% | -4% | -8% | ? | ? | 3% | -8% | 1% | -13%
Cc1cccc(N2CCN(C(=O)c3cccc(NC4=NC5CS(=O)(=O)CC5S4)c3)CC2)c1C (stereo not drawn) | 23% | 0% | 8% | ? | 3% | -8% | -1% | 0% | 1%
COc1ccc(/C=N/NC(=O)c2cc(-c3ccccc3)nc3ccccc23)c(C(=O)O)c1OC | 5% | 1% | 0% | 9% | 20% | -7% | -3% | -15% | 5%
Cc1ccc(NC(=O)CN(C)CC(=O)Nc2ccccc2Oc2ccccc2)cc1 | 19% | 8% | -3% | ? | -6% | ? | 0% | 17% | -5%
Cc1ccc(S(=O)(=O)CCC(=O)Nc2nnc(-c3ccc(F)cc3)o2)cc1 | -18% | -10% | ? | 6% | 1% | 36% | -11% | -16% | 2%
Fc1ccc(NC(=S)N2CCn3cccc3C2c2cccnc2)cc1 (stereo not drawn) | -3% | 0% | -3% | -28% | -16% | -6%[0.307 µM] | 10% | -6% | 1%[0.307 µM]
COc1ccc(-c2c(C)cc3oc(=O)cc(-c4ccccc4)c3c2C)cc1 | 7% | -14% | 5% | ? | -27% | ? | 8% | -12% | 19%
CC1(c2nc3ccccc3[nH]2)c2ccccc2C(=O)N1Cc1ccccn1 (stereo not drawn) | -4% | 19% | · | -21% | ? | 18% | -4% | 4% | 1%
O/N=C(\c1ccccc1)c1nccc2ccccc12 | 16% | -1% | -3% | 5% | 1% | -14% | 6% | -1% | -14%
O=C(Nc1ccccc1F)C1CCCC1 | 15% | 16% | -2%[9.22 µM] | ? | 27% | 5% | -10% | 6% | 13%
COc1cccc(C(=O)/C=C/Nc2ccc(S(=O)(=O)Nc3cc(OC)nc(OC)n3)cc2)c1 | -14% | 0% | ? | 3% | -2% | 17% | 7% | -18% | 7%
O=C(NCCO)c1cc2ccccc2c(=O)s1 | 8% | -1% | 2% | 4% | 1% | 4% | -3% | 0% | -12%
CCOc1ccc(NC(=O)CSc2nc3ccsc3c(=O)n2CCCCCC(=O)O)cc1 | 5%&8% | 1% | · | -1%&11% | 2%&4% | 18%&14% | 8% | 1% | 7%&0%
Cc1ccc(N2CC(C(=O)NCc3ccc4c(c3)OCO4)CC2=O)cc1C (stereo not drawn) | -2% | 1% | -4% | 0% | 0% | 0% | 8% | -2% | 6%
CC(C)c1ccc(C(=O)NCCCN2CCOCC2)cc1 | 15% | 19% | -19% | 8% | 2% | 7% | 14% | 8% | -7%
Cc1cc(C)cc(N(C(=O)c2nsc(Cl)c2Cl)C(C(=O)NC2CCCC2)c2ccc(O)cc2)c1 (stereo not drawn) | 10% | -18% | ? | 18µM* | 0% | 4µM* | -14% | ? | ?
Cc1ccccc1C(=O)c1cccn1CC(=O)NC(C)CCc1ccccc1 (stereo not drawn) | ? | -2% | 0% | -17% | -4% | ? | 0% | 1% | -4%
COc1ccc(-c2coc3c(C)c4oc(=O)c(CC(=O)O)c(C)c4cc23)cc1 | -2% | -2% | -3% | 8% | -1% | 2% | 0% | -3% | 11%
O=C(Nc1ccc(F)c(Cl)c1)Nc1ccc(Cl)cn1 | -1% | 9% | ? | ? | -6% | 4% | 2% | -8% | -1%
O=C(Nc1ccccc1)C1CC(O)CN1S(=O)(=O)c1ccc([N+](=O)[O-])cc1 (stereo not drawn) | -6% | 9% | -9% | 14% | 11% | 9% | 2% | 6% | 10%
CCN(CC(=O)NCc1ccc(Cl)cc1)Cc1cc(=O)n2ccsc2n1 | 7% | 6% | 0% | -20% | 22% | 19% | 9% | 14% | -2%
Cc1ccc(N2CCN(S(=O)(=O)c3ccc4oc(=O)ccc4c3)CC2)c(C)c1 | 20% | -1% | -8% | -15% | 4% | ? | 2% | ? | 4%
CCCN1CCN(c2cc3c(cc2F)c(=O)c(S(=O)(=O)c2ccc(Cl)cc2)cn3C)CC1 | 19% | · | · | 0% | 9% | ? | · | · | ?
CCOc1ccc(NC(=O)Cn2cc(C(=O)c3ccc(OC)cc3)c(=O)c3cc4c(cc32)OCO4)cc1 | 10% | · | · | ? | 10% | -4% | 1% | · | 1%
Cc1ccc(S(=O)(=O)NCCC(=O)Nc2cc(F)ccc2C)cc1C | -12% | 15% | -4% | ? | -1% | ? | 10% | 12% | 4%
O=C(O)c1ccccc1C(=O)NCCc1ccc(Cl)cc1 | -4% | 7% | -42%[inhibitor][9.22 µM] | 13% | 2% | 19% | -1% | 11% | 5%
O=C(NCc1cccs1)c1ccc2ccccc2n1 | 11% | 5% | -8% | -12% | -23% | -25% | 31% | -10% | -9%
CCC(=O)NCc1cc(-c2nn(C)c(=O)c3ccccc23)ccc1C | 15% | 15% | 0% | ? | 19% | 17% | 9% | 8% | -17%
COc1cccc(CNC(=O)CCS(=O)(=O)c2ccc3c(c2)oc(=O)n3C)c1 | -6%&12% | 1% | 11% | 0%&11% | 6%&13% | 15%&2% | 4% | 1% | -3%&-7%
COc1ccc(S(=O)(=O)Nc2c(NC3CCCCC3)c3ccccc3oc2=O)cc1Cl | -5% | 0% | -10% | -24% | -5% | ? | -4% | -7% | 2%
O=S(=O)(c1cccc2ccccc12)N1CCSC1 | 0% | -4% | -5% | -3% | 2% | 7% | -1% | 1% | 74%[activator]
O=C(Nc1nccs1)c1cnccn1 | -8% | 7% | -8% | 2% | 0% | 4% | -5% | 26% | 10%
COc1ccc(C(C(=O)NC2CCCC2)N(CCC(C)C)C(=O)CCC(=O)Nc2cc(C)on2)cc1 (stereo not drawn) | -9% | -15% | -158%[inhibitor] | -19% | -23% | ? | 20% | -23% | -9%
CCCc1[nH]nc2c1C(c1cc(OC)ccc1F)C(C#N)=C(N)O2 (stereo not drawn) | -18% | -1%[9.24 µM] | -1% | ? | 3% | 0% | 1% | 16% | 14%
O=C(NC1CC1)C1CCN(S(=O)(=O)c2cc(Cl)ccc2Cl)CC1 | -5% | 6% | -14% | 2% | 6% | -6% | 11% | 15% | 0%
COC(=O)c1cn(CCC#N)nc1-c1ccc2ccccc2c1 | ? | -11% | 25% | -17% | -1% | -11% | 4% | -11% | -2%
Cc1scc(C(=O)Nc2ccon2)c1-c1ccccc1 | 8% | -3% | 0% | 8% | 15% | -7% | -1% | 8% | -3%
O=C(CNC(=O)c1sc2ccccc2c1Cl)NCc1cccc(C(F)(F)F)c1 | -11% | -25% | 16% | -29% | 0% | ? | -20% | -27% | -10%
Fc1ccc(NCc2cccnc2)cc1 | 12% | 2% | 2% | 6% | 5% | 23% | -8% | -4% | -11%
O=C(Nc1nc2c(s1)CCCC2)c1ccc2ncsc2c1 | 13µM* | ? | -3% | -7% | 0% | ? | 9% | -3% | -4%
Cc1ccc(S(=O)(=O)NCC(=O)NC2CCCC2)cc1 | -41%[inhibitor] | 3% | -2% | -15% | 3% | 0% | -9% | -4% | 6%
O=C(Cc1csc(Nc2nc(=S)[nH]c3ccccc23)n1)N1CCN(c2cccc(Cl)c2)CC1 | 22% | ? | 13% | 18µM* | 23µM* | 61%[activator] | 9% | -17% | -9%
O=C(COC(=O)/C=C/c1cccc(C(F)(F)F)c1)NCCN1C(=O)CSC1=O | -16% | -2% | 12% | · | · | ? | -4% | 0% | -1%
Cc1cc(C)n2cc(CSCc3ccccc3)nc2n1 | 17% | -1% | -7% | 14% | 16% | 9% | 14% | 1% | 1%
COC(=O)c1cnn(-c2cc(Oc3ccccc3)ncn2)c1N | 17% | 22% | 1% | 11% | 12% | 50%[activator] | 18% | 7% | 63%[activator]
O=C(Nc1ccc(F)c(F)c1)C1CCCN1S(=O)(=O)c1ccc(F)cc1 (stereo not drawn) | 20% | 15% | 4% | -20% | -15% | -6% | 0% | 10% | 13%
